From PubChem BioAssay
Akt phos inh – Akt phosphorylation inhibition. 0.32% of 360,000 active. activity change, % for hits at 50 µM. Neuro2A IGF-stimulated pAkt S473 HTRF, 20 min; hits give low values. AID 651550; in the data active = activity change below about -80%; inconclusive = mostly about -51% to -80%; note: % is set by controls: 0 for no effect and ±100 for the full control effect
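Neuro2A cells in DMEM with 0.5% FBS, overnight at 37 deg C, given compound at single 50 µM final, then IGF (6 nM final) for 20 min at 37 deg C. Lysed; phospho-Akt Ser473 by HTRF after 24 h, 665/615 ratio.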
Nrf2 activator – Nrf2 pathway activation; AREc32 ARE-luciferase reporter (MCF7-derived line), luminescence, 24 h; Potency, µM (highest dose often 46.1 µM), for inactives: top-dose activation, actives largely listed as activators; 0.31% of 410,000 active; AID 624171; note: potency is the fitted concentration of half-maximal effect; % of control where 0% means no effect; nearly all actives have a fitted effect of over 65% in size
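Reporter line AREc32 (ARE-Fluc), seeded overnight in OPTI-MEM with 5% FBS; compound pin-transferred, 24 hr at 37 deg C, 5% CO2; luminescent read-out.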
A549 viability – A549 cytotoxicity, counter-screen for Nrf2 inhibitors; 0.16% of 390,000 active; Potency, µM (doses to about 46 µM), without a hit: at the highest dose activity change, negative = cytotoxicity, actives largely listed as inhibitors; AID 504648; A549 ARE-Fluc cells, CellTiter-Fluor viability, 18-24 h; note: potency is the fitted concentration of half-maximal effect; % is set by controls: 0 for no effect and ±100 for the full control effect
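A549 ARE_Fluc cells in 5% FBS OPTI-MEM were exposed to compounds in concentration-response for 18-24 h at 37 deg C. Viability was read by CellTiter-Fluor fluorescence (Ex 405/Em 525) after 30 min, before the luciferase read.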
EPAC2 antag – EPAC2 (human) antagonism | Q8WZA2 | Potency, µM (top dose mostly 114 µM), for inactives: top-dose activity, negative = inhibition, actives largely listed as inhibitors | 0.18% of 360,000 active | AID 720708 | EPAC2 GEF exchange of Rap1B-BODIPY-GDP, fluorescence; note: potency is the fitted concentration of half-maximal effect; % is set by controls: 0 for no effect and ±100 for the full control effect; nearly all actives have a fitted effect of over 45% in size; many of its hits are not listed in these tables
Target sequence (Q8WZA2 whole entry, looked up): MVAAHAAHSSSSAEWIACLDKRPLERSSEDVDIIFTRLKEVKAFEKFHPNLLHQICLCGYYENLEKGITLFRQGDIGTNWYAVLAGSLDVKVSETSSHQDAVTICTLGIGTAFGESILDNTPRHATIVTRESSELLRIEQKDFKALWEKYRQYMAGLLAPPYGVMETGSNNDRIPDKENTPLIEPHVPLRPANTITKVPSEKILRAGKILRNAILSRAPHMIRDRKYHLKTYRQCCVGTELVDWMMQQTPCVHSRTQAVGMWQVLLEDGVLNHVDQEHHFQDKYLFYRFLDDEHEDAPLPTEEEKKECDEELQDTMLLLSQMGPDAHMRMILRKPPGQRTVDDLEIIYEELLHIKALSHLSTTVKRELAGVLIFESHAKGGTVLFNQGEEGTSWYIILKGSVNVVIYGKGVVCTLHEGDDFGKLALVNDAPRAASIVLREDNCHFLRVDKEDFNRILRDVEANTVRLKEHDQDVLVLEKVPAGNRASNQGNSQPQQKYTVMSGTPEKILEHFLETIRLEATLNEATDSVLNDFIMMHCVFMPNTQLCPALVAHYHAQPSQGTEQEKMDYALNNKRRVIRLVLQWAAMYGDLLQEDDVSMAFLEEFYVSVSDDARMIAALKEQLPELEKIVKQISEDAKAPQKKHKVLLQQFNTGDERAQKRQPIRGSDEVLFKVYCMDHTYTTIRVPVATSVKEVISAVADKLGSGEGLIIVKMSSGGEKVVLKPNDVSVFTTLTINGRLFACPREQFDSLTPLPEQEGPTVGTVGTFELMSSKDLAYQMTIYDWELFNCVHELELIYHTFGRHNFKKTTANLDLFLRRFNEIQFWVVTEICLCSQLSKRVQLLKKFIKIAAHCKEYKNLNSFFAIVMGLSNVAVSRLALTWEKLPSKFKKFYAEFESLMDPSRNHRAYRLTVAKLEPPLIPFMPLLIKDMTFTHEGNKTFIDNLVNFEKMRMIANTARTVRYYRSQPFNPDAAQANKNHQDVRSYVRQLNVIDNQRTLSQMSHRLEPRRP
Nrf2 inh – inhibitors of Nrf2 signaling; Potency, µM (doses to about 46 µM), inactives show at the highest dose activity change, negative = inhibition, most hits filed as inhibitors; A549 ARE-Fluc reporter, luciferase luminescence, 18-24 h; 2.1% of 360,000 active; note: potency is the fitted concentration of half-maximal effect; % is set by controls: 0 for no effect and ±100 for the full control effect; nearly all actives have a fitted effect of over 60% in size
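Reporter: ARE-Fluc in A549. Exposure: 18-24 h, 37 °C, 5% CO2, 5% FBS OPTI-MEM. Readouts: fluorescent cytotoxicity (CellTiter-Fluor), then luminescent Nrf2 signal after BugLite.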
EPAC2 ag – agonists of human EPAC2 (RAPGEF4); 0.079% of 360,000 active; EPAC2 activation, biochemical qHTS; response scale: 100% = 6.5 mM cAMP response; AID 720711; Potency, µM (series often up to 154 µM), for inactives: at the top dose activation, actives largely listed as activators; Q8WZA2; note: potency is the fitted concentration of half-maximal effect; nearly all actives have a fitted effect of over 50% in size
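Setup: EPAC2 100 nM, labeled Rap1B complex 250 nM, free GDP 50 uM. Compound titrations pinned in, brief spin, 5 min room temperature incubation. Kinetic fluorescence read over 30 min, normalized to 6.5 mM cAMP.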
CCT modulator – modulators of cytosolic chaperonin (CCT/TRiC) activity; activity change, % (concentration not given with the values), hits read low; 0.3% of 360,000 active; AID 651819; purified chaperonin ATPase assay, HTRF ADP detection, 30 min; in the data active = activity change below about -30%; note: % is set by controls: 0 for no effect and ±100 for the full control effect
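TRiC at 40 or 20 nM final (batch-dependent) in 30 mM Tris pH 7.4, 100 mM KCl, 5 mM MgCl2, 1 mM DTT, with compound at single 76 uM and 10 uM ATP, 30 min at 37 deg C. ADP detected by HTRF Transcreener, 665/615 ratio.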
TGFb SMAD3 inh – inhibitors of TGF-b signaling; HepG2 CAGA-GFP TGF-b/SMAD3 reporter, GFP fluorescence, 18 h; TGF-beta stimulated, 500 pg/mL final; Potency, µM (series often up to 46.1 µM), inactives show at the top dose activity, negative = inhibition, hits mostly inhibitors; 1.2% of 410,000 active; note: potency is the fitted concentration of half-maximal effect; % is set by controls: 0 for no effect and ±100 for the full control effect; nearly all actives have a fitted effect of over 65% in size
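HEPG2 CAGA-GFP cells (1000/well, DMEM with 1% FBS) were pre-incubated 2 h at 37 degrees C, given compound by pin tool, then stimulated with TGF-beta at 500 pg/mL final for 18 h before per-cell GFP fluorescence imaging.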
MmCpn inh – blocks the Methanococcus maripaludis chaperonin Mm-Cpn; Potency, µM (doses to about 76.9 µM), inactives show at the highest dose activity, negative = inhibition, most hits filed as inhibitors; purified Mm-Cpn ATPase, ADP Transcreener TR-FRET; 0.031% of 330,000 active; note: potency is the fitted concentration of half-maximal effect; % is set by controls: 0 for no effect and ±100 for the full control effect; nearly all actives have a fitted effect of over 80% in size
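Eu-cryptate anti-ADP/ADP-d2 competition gives a ratio inversely related to ADP. Enzyme at 25 nM was pre-exposed to compound for 10 min, then given 10 uM ATP for 30 min, 37°C throughout.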
Numbers without * were called inactive; i = inactive; ? = inconclusive; . = not tested or not shown; & = joins results of further samples; [ ] = remark or other dose. Unless noted, calls come from the whole dose curve; as a rule, active = well fitted curve in the direction sought with a large enough effect; inconclusive = small, poorly fitted or top-dose-only effect, or another doubt; inactive = no such curve, though single readings can be large; an effect the other way counts as inactive or inconclusive. Some of the compounds tested; rates above refer to the full screens.

SMILES	Akt phos inh	Nrf2 activator	A549 viability	EPAC2 antag	Nrf2 inh	EPAC2 ag	CCT modulator	TGFb SMAD3 inh	MmCpn inh
O=C(CSc1ccc2nnc(-c3ccncc3)n2n1)Nc1ccccc1F	i	-0.5%	-7%	-14%	15%	8%	-0.2	-5%	0%
O=C(CSCC(=O)c1ccccc1)Nc1ccccc1Cl	i	0.4%	18%	6%	9%	1%	1.4	5%	-3%
COc1nnc(-c2ccc(N3CCCCC3)c(NC(C)=O)c2)c2ccccc12	i	0.0%	4%	4%	?	-1%	-2.2	0%	-1%
CC12CCC(=O)N1C(C(=O)Nc1cccc3ccccc13)CS2 (centres undefined)	i	11%	2%	7%	0%	5%	-1.0	-3%	-2%
Cc1cc(NC(=O)C2C3C(=O)N(CC4CCCO4)C(C(=O)NC(C)(C)C)C34C=CC2(C)O4)no1 (centres undefined)	i	-0.4%	2%	1%	3%	-6%	-0.5	0%	-2%
Cc1ccc(C)c(NC(=O)CCNS(=O)(=O)c2ccc3c(c2)CCCC(=O)N3)c1	.	0.7%	1%	.	?	.	.	-3%	.
CCOC(=O)C1C(=O)CC(C)(O)C(C(=O)OCC)C1c1ccc(N(CC)CC)cc1 (centres undefined)	i	-1.4%	1%	-1%	-2%	-9%	1.8	-1%	-6%
CCN1CCN(c2cc(N3CCN(C(=O)c4ccco4)CC3)c3c4c(onc24)-c2ccccc2C3=O)CC1	i	4.6%	?	0%	-10%	-4%	-0.9	0%	-12%
C/C(=N\NC(=O)c1cc2c(s1)CCC(C)C2)c1ccncc1 (centres undefined)	i	6.4%	-1%	13%	-14%	-2%	0.1	-14%	0%
CCN(CC(=O)Nc1ccc(NC(C)=O)cc1)C(=O)C1CCN(C(=O)c2ccccc2C)CC1	i	-0.7%	2%	1%	1%	-3%	-1.5	-10%	.
O=C(Nc1cccc(Cl)c1)OCc1cncs1	i	5.2%	3%	-4%	.	12%	0.4	3%	-1%
NC1=NC(c2cn(-c3ccccc3)nc2-c2cccs2)n2c(nc3ccccc32)N1 (centres undefined)	i	3.0%	0%	-4%	1%	-11%	-3.3	-1%	0%
CC(C)CC(=O)Nc1ncnc2c1C(=O)CC(C)(C)C2	i	-0.2%	-3%	7%	18%	-5%	0.5	-20%	1%
O=C1N2CCSC2=NC1(Nc1ccccn1)C(F)(F)F (centres undefined)	i	0.1%	15%	-4%	.	-13%	1.1	-8%	1%
O=C(CNC(=O)c1ccc(Br)o1)Nc1cccc(S(=O)(=O)N2CCCC2)c1	i	-0.1%	1%	1%	?	9%	-0.6	0%	1%
CC(=O)Nc1ccc(N2CCOCC2)c(C(=O)Nc2cccc(C)c2)c1	i	-0.1%	-2%	7%	?	-10%	1.2	?	-1%
COC(=O)CNC(=O)C1CCN(S(=O)(=O)c2cccc3nsnc23)CC1	.	0.3%&-0.6%	-1%&1%	-2%	?	3%	1.0	-2%&2%	-2%
COc1cccc(CN(C)C(=O)CC23CC4CC(CC(C4)C2)C3)c1OC	i	-0.1%	3%	?	?	16%	-0.3	-15%	0%
CC(C)NC(=O)c1ccc2c(=O)n(CC3CCCO3)c(=S)[nH]c2c1 (centres undefined)	i	-0.4%	5%	4%	?	10%	1.3	?	0%
O=C(CN1CCN(c2ccccn2)CC1)Nc1ccc2ccccc2c1	i	2.9%	-1%	-2%	.	-4%	-2.6	10%	3%
Cc1[nH]n(-c2ccccc2)c(=O)c1C=NC1CCCCCC1	i	6.6%	1%	-8%	2%	6%	-0.9	2%	1%
CCn1cc(C(=O)N2CCn3c(nc4ccccc43)C2)c(=O)c2ccc(C)nc21	i	-0.2%	-3%	-13%	19%	6%	0.0	-19%	-3%
O=C(CCc1nnc(-c2ccc(-c3ccccc3)cc2)o1)NCCc1ccccn1	i	-1.6%	2%	2%	?	-6%	1.4	-2%	3%
CCC(CC)NC(=O)COn1nnc2ccc(S(=O)(=O)N3CCOCC3)cc21	i	-0.7%	8%	4%	5%	1%	1.1	16%	3%
CCCNS(=O)(=O)c1ccc(OCC(=O)Nc2ccc3c(c2)OCCO3)cc1	i	-0.2%	2%	7%	-34%	10%	-1.4	-1%	-1%
CC(C)(C)OC(=O)N1CCC2(CC1)Oc1ccc(Cl)cc1C(=O)C21CC(c2ccc(Cl)cc2)=NO1 (centres undefined)	i	-0.1%	-2%	4%	-16%	6%	-1.5	-12%	.
COc1cc(OC)nc(Oc2ccc(N)c(C)c2)n1	i	-0.8%	0%	-10%	3%	11%	-8.7	17%	1%
COCCCNC(=O)CSc1nc2nc(C)c(Cc3ccccc3Cl)c(C)n2n1	.	-0.1%	-10%	.	5%[9.27 µM]	.	.	7%	.
O=C(NCCC(=O)N1CCN(S(=O)(=O)c2ccc(F)cc2)CC1)Nc1ccccc1	i	0.1%	12%	3%	1%	7%	0.3	0%	0%
Oc1ccc(C(=Nc2ccccc2)c2ccccc2)c(O)c1	i	3.9%	-1%	?	-3%	19%	-0.9	-11%	.
CCOC(=O)c1ccc(NC(=O)CC(C)n2nc(C)cc2C)cc1 (centres undefined)	.	1.1%	1%	.	3%	.	.	-22%	.
COc1ccc2c(c1)OC[C@H]1[C@H]2N2C(=O)CN(Cc3ccccc3)C(=O)[C@@]2(C)[C@H]1c1ccccc1	i	-0.8%	-4%	4%	-18%	5%	0.5	?	.
CCN(CC)c1ccc(C(=O)N/N=C(\C)c2cccnc2)cc1	i	0.3%	1%	15%	9%	-2%	2.1	-6%	2%
NNC(=O)c1nc[nH]c1C(=O)Nc1ccccc1	i	2.9%	14%	4%	16%	-6%	1.9	3%	2%
O=C(Cn1cnc2ccccc21)NCCCN1CCOCC1	i	-0.5%	-3%	2%	6%	7%	0.5	-4%	0%
COc1cccc(NC(=O)NC2CC(=O)N(c3ccc4c(c3)OCCO4)C2)c1 (centres undefined)	i	-0.4%	-3%	0%	3%	1%	-0.1	-30%	1%
CC(C)C(OC(=O)c1cccs1)C(=O)NCCc1ccccc1 (centres undefined)	i	0.3%	-4%	-9%	-4%	3%	2.9	-1%	2%
Cc1ccc(-c2noc(CN3CCN(C(c4ccccc4)c4ccccc4)CC3)n2)cc1	i	-0.3%	4%	-8%	-11%	11%	-0.2	-5%	0%
CC(=O)Nc1ccc(S(=O)(=O)NCC2CCC(C(=O)N3CCCCCC3)CC2)cc1 (centres undefined)	i	2.3%	-1%	-6%	-20%	-7%	-1.0	12%	4%
CC(C)c1ccc(-n2cccc2/C=C2/C(=N)N3C=CSC3=NC2=O)cc1	i	6.3%	-17%	-12%	-29%	-15%	-2.8	?	-14%
O=C(NCc1ccccc1)c1cc(C2COCCN2C(=O)c2ccc(Cl)cc2)on1 (centres undefined)	i	0.0%	.	-16%	.	4%	0.7	-26%	.
CCOCCCNC(=S)N1CCN(c2nc(-c3ccc(F)cc3)cs2)CC1	i	2.6%	-17%	-14%	16µM*	6%	-4.2	?	-29%
COc1ccc(S(=O)(=O)Nc2ccccc2-c2nnn(CC(=O)Nc3ccccc3OC)n2)cc1	i	0.2%	?	-2%	?	5%	-0.9	0%	-1%
O=S(=O)(Nc1cccc(S(=O)(=O)N2CCCC2)c1)c1ccc(Cl)s1	i	-0.4%	2%	-12%	5%	4%	0.1	3%	2%
CCN1C(=O)[C@H]2[C@@H](c3ccc(-c4ccc(Cl)c(Cl)c4)c(OC)c3)N3CCCC[C@@]3(C(=O)OC)[C@H]2C1=O	i	-0.9%	-16%	11%	?	-7%	-1.1	?	-5%
CC(C(=O)NCc1ccccc1Cl)n1ccc2cc(S(=O)(=O)N3CCCCC3)ccc21 (centres undefined)	.	0.6%	-9%	.	?	.	.	-20%	.
Cc1ccc(F)cc1NC(=O)CSc1n[nH]c(N)n1	i	0.0%	4%	2%	6%	0%	-0.7	27%	-3%
Cc1cccc(C(=O)OCC(=O)Nc2c(C)n(C)n(-c3ccccc3)c2=O)c1O	i	-0.4%	-3%	-9%	3%	1%	-3.7	2%	0%
N#Cc1ccc(C23CC4(C2)[C@H](CN(Cc2ccc(-c5ccccc5)cc2)[C@@H]4c2ccccc2)C3c2ccccc2)cc1 (some centres undefined)	i	4.0%	0%	4%	5%	4%	-2.1	38%[activator]	-4%
CC(=O)c1cccc(OCC(O)CNCC2CCCCC2)c1 (centres undefined)	i	-0.5%	-8%	3%	2%	1%	-1.1	2%	-1%

Next section:
SMILES	Akt phos inh	Nrf2 activator	A549 viability	EPAC2 antag	Nrf2 inh	EPAC2 ag	CCT modulator	TGFb SMAD3 inh	MmCpn inh
CC1CN(S(=O)(=O)c2cccc(C(=O)Nc3ccc(N4CCCCC4)cc3)c2)CC(C)O1 (centres undefined)	i	-0.6%	.	2%	.	3%	-1.5	1%	.
CC(/C=C/c1ccco1)=N/NC(=O)OC(C)(C)C	i	?	1%	0%	?	-5%	-2.9	1%	3%
C=CCc1c(Cl)nc(C)nc1NCc1ccccc1	i	-0.4%	4%	-15%	?	-2%	0.0	1%	0%
CC(C)C[C@@H]1COc2cccc(N3CCN(Cc4ccccc4F)CC3)c2S(=O)(=O)N1	i	4.3%	.	-8%	.	14%	1.4	.	.
O=C(CCNC(=O)N1CC(=O)Nc2ccccc21)NCCc1ccc(Cl)cc1	i	1.8%	.	2%	.	6%	0.8	3%	.

Among those listed so far, 3 contain an aryl thioether with sulfur outside any ring.
SMILES	Akt phos inh	Nrf2 activator	A549 viability	EPAC2 antag	Nrf2 inh	EPAC2 ag	CCT modulator	TGFb SMAD3 inh	MmCpn inh
O=C(CSc1ccc2nnc(-c3ccncc3)n2n1)Nc1ccccc1F	i	-0.5%	-7%	-14%	15%	8%	-0.2	-5%	0%
COCCCNC(=O)CSc1nc2nc(C)c(Cc3ccccc3Cl)c(C)n2n1	.	-0.1%	-10%	.	5%[9.27 µM]	.	.	7%	.
Cc1ccc(F)cc1NC(=O)CSc1n[nH]c(N)n1	i	0.0%	4%	2%	6%	0%	-0.7	27%	-3%
